MT stabilizer – microtubule stabilizers in HeLa cells, primary screen, imaging, high-content imaging; HeLa tubulin immunostaining HCS, 24 h; share of cells brighter than vehicle mean+2SD; % tubulin-high responders, % at 10 µM; 200,000 tested, 0.83% active; AID 2205, 2009;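 active means plate Z-score above 3 for both tubulin-high and condensed-nucleus cell shares, with cell loss under 80%, at 10 µM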;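 further: anti alpha tubulin signal scored within the nucleus-defined area of each cell; some results filed as inactive read as strong as hits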
bCat nuc transl – modulators of beta-catenin nuclear translocation, primary screen, imaging, HeLa cells, immunofluorescence, high-content; nuclear translocation activity, % at 5 µM; 190,000 tested, 0.3% active;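 active means nuclear translocation activity above 50% at 5 µM, with a well cell count of 50 or more; inconclusive means wells under 50 cells across six images, flagged as toxic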;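 further: per-cell ratio of nuclear to cytoplasmic median beta-catenin stain intensity; plate controls were DMSO negative control for no effect and GSK-3 inhibitor IX positive control for full effect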
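Test system: human HeLa cells, endogenous beta-catenin. Times: 24 h compound exposure, 37°C. Measured by: beta-catenin immunofluorescence imaging with DAPI.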
WT yeast gro inh – growth inhibition of WT strain, primary screen, mitochondrial fusion inhibitor project, WT and mutant strains, chemical genetic; 190,000 tested, 2.1% active; AID 1362, 2008; inhibition, % at 10 µM; mitochondrial fusion phenotypic screen; in the data active means inhibition above about 58%; tested in S. cerevisiae
AID2073 – inhibitors of Mint1-CaV2.2 protein interaction, biochemical, HTRF (AID 2073) | Voltage-dependent N-type calcium channel subunit alpha-1B (Homo sapiens) | HTRF protein-protein interaction, Mint1-CaV2.2; higher % means a stronger effect | one-dose inhibition, % at 20 µM; IC50 in µM for titrated hits | 290,000 tested, 0.19% active; in the data active means inhibition mostly above about 51%, no sharp cut-off; inconclusive means no clear call, values can overlap the other calls; inactive means mostly below about 53%; further: some results filed as inactive read as strong as hits
Yfh1-depleted yeast – enhancers of respiration in Yfh1-depleted yeast, dose response, Friedreich's ataxia, plus single-dose screen (AID 1465) | S. cerevisiae Yfh1-off respiration, WST-1 reduction, 72 h; higher fold induction means a stronger effect | fold induction at 50 µM; hits with a dose series show EC50 in µM | 220,000 tested, 0.074% active;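 active means fold induction of absorbance versus untreated yeast above a set limit, then at least 30% activation at any dose in follow-up; inconclusive means repeats straddling the limit, or above it without dose testing; inactive means fold induction below the set limit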;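 further: activators that raise dye reduction in frataxin-depleted yeast; strong numbers were not always called active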
Dynein transport – inhibitors of GR-EGFP nuclear translocation, primary screen, dynein cargo transport inhibitor project, imaging, high-content, 3617.4 mouse cells | test concentration mostly 20 µM; stimulated with dexamethasone, 1 µM; active compounds read low | z-score, hits read low | 220,000 tested, 0.47% active;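 active means plate z-score of nuclear minus cytoplasmic receptor signal below a set negative limit, without overly bright fluorescence or cell loss, cut at about -3.5 in these data, passing the limit was not always enough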;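 further: z-score of nuclear minus cytoplasmic ring GR-EGFP intensity difference per well; some compounds called inactive have numbers as strong as hits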
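Also added: dexamethasone, 1.0 µM final. Medium: tet-free, stripped-serum medium. Detection: fixed, Hoechst-stained cells imaged at 10x for EGFP. Read-out: nuclear-to-cytoplasmic GR-EGFP distribution per well. Times: induction 48 h, compound 1 h, agonist 30 min.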
HIV fusion peptide – inhibitors of HIV fusion peptide binding, primary screen, biochemical, uHTS, fluorescence dequenching (AID 1986) | 290,000 tested, 0.3% active | inhibition, % at 20 µM; hits with a dose series show IC50 in µM | cell-free peptide binding, fluorescence dequenching, 30 min; higher % means a stronger effect; in the data active means inhibition mostly above about 52%, no sharp cut-off; inactive means mostly below about 76%; further: some results filed as inactive read as strong as hits
Autophagy HCS – autophagy modulators in MEF cells, primary screen, imaging, high-content, MEF GFP-LC3 | MEF GFP-LC3 puncta imaging; test concentration mostly 10 µM | calls only at 10 µM (by protocol) | 190,000 tested, 0.98% active;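 active means percentage of spot-positive cells more than 3 SD above its plate mean, without a fluorescence outlier flag or 80% toxicity; inconclusive means no clear call, values can overlap the other calls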;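 further: spot-positive cell cutoff set from DMSO-treated cells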
Insulin prom up – insulin promoter activators in MIN6 cells, imaging, high-content screening, mouse beta cells | z-score at 5 µM | 190,000 tested, 0.3% active | MIN6 insulin promoter-GFP reporter; active compounds read high;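 active means z-score above 3 at 5 µM with at least 500 cells counted in the well; inconclusive means wells under 500 cells, flagged as cytotoxic or low count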
WT yeast gro inh mutant strain – second read-out of WT yeast gro inh, no call of its own (marks repeat the call); inhibition, %; mitochondrial fusion phenotypic screen, mutant strain inhibition
Dynein transport cytoplasmic EGFP – recorded beside Dynein transport, whose call it bears; z-score; measured here: cytoplasmic GR-EGFP intensity; active compounds read high
Dynein transport nuclear GR-EGFP – also measured in Dynein transport; calls as there; z-score; measured here: nuclear GR-EGFP intensity;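 lower value marks the stronger effect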
Dynein transport cell count – further read-out of Dynein transport, marked with its call; z-score; measured here: cell count per field
Insulin prom up cell count – second read-out of Insulin prom up, no call of its own (marks repeat the call); cell count; measured here: cytotoxicity, nuclei count;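 total cells summed across four imaged fields per well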
bCat nuc transl cell count 5 µM – recorded beside bCat nuc transl, whose call it bears; cell count; measured here: cell count, cytotoxicity flag
MT stabilizer Hoechst-high % – also measured in MT stabilizer; calls as there; % Hoechst-high responders; measured here: nuclear condensation Hoechst responders;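 share of cells brighter than vehicle mean plus two SD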
MT stabilizer cytotoxicity % – second read-out of MT stabilizer, no call of its own (marks repeat the call); toxicity, %; measured here: cytotoxicity by cell density;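 0% = mean cell density of plate MIN control wells and 100% = no cells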
Autophagy HCS cell loss 18 h – further read-out of Autophagy HCS, marked with its call; toxicity, %; measured here: cell loss, nuclei count;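 cell loss after 18 h compound exposure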
* marks the source's active call; other numbers are inactive results; i = inactive; ? = inconclusive; . = not tested or not shown; + = active, no number.

SMILES	MT stabilizer	MT stabilizer Hoechst-high %	MT stabilizer cytotoxicity %	bCat nuc transl	bCat nuc transl cell count 5 µM	WT yeast gro inh	WT yeast gro inh mutant strain	AID2073	Yfh1-depleted yeast	Dynein transport	Dynein transport cytoplasmic EGFP	Dynein transport nuclear GR-EGFP	Dynein transport cell count	HIV fusion peptide	Autophagy HCS	Autophagy HCS cell loss 18 h	Insulin prom up	Insulin prom up cell count
CCn1c(=S)ccc2ccc(OC)cc21	4.2	3.1	0.4	.	.	0	0	2%	i	0.6	-0.23	0.32	0.065	-1.0%	i	-2	-0.01	1377
Cc1noc(C)c1COc1ccc(C(=O)OCC(=O)NCc2ccccc2Cl)cc1	6.4	3.6	0.9	-1.7	1020	5	2	5%	i	-0.2	-0.32	-0.25	0.1	1.2%	i	9	.	.
CCOC(=O)c1c(C)[nH]c(C(=O)NCc2ccco2)c1C	2.7	1.9	9.4	-1.1	1069	-8	-2	3%	i	0.91	1.1	0.2	-0.78	1.2%	i	2	-0.12	1443
CC(C)(C)Nc1nc(Cl)nc(N(C#N)CN2C(=O)c3ccccc3S2(=O)=O)n1	1.2	2.7	6.1	-0.1	1534	2	-9	-13%	i	-1.6	0.017	-1	0.28	1.3%	i	9	0.43	1489
CN(C)Cc1nc2ccccc2c(=O)n1Cc1nc(-c2cccc([N+](=O)[O-])c2)cs1	3.3	1.9	16	-1.5	1041	13	-5	14%	i	-0.56	-0.34	-0.34	0.6	-1.1%	i	12	-1.4	1122
Cc1cn2c(nc(=O)c3cccnc32)s1	2.0	3.1	2.5	-1.0	510	3	-14	25%	i	-0.48	-0.26	-0.37	-0.012	2.5%	i	8	0.14	1336
CCOc1ccc(-c2cn(S(=O)(=O)c3cccc4nsnc34)nc2N)cc1	3.4	1.9	4.6	.	.	6	14	3%	i	0.58	-0.25	0.4	0.025	-3.2%	i	-1	-0.18	1125
CN1CCN(C(=O)C(Cc2ccccc2)NS(=O)(=O)c2ccc3c(c2)CCC(=O)N3)CC1 (stereo not drawn)	3.3	1.7	9.1	-0.8	1163	-1	-7	5%	i	0.32	-0.24	0.22	-0.14	1.1%	i	9	1.2	1018
O=C(OCC1O[C@@H](OC(=O)c2cc(O)c(O)c(O)c2)[C@@H](OC(=O)c2cc(O)c(O)c(O)c2)[C@@H](OC(=O)c2cc(O)c(O)c(O)c2)[C@@H]1OC(=O)c1cc(O)c(O)c(O)c1)c1cc(O)c(O)c(O)c1 (stereo partly drawn)	5.9	3.5	6.0	.	.	45	42	?	i	-0.93	-0.3	-0.048	0.71	56%*	i	-40	0.4	1244
CCN(CC)S(=O)(=O)c1ccc(Cl)c(NC2=NCCCCC2)c1	6.1	1.3	6.8	-2.3	1032	-11	14	-1%	i	-0.28	1.3	0.3	0.17	7.2%	i	4	-0.03	1672
Cc1cc2c(c(=O)o1)C(C13C=CC(CC1)C3)C(C#N)=C(N)O2 (stereo not drawn)	1.3	1.5	3.7	-0.5	1045	-4	-14	-3%	i	-1.1	-0.27	-0.36	0.56	4.8%	i	5	0.14	1061
COc1cc(C2CC(=O)Nc3c2c(=O)nc2c(C)cccn32)cc(OC)c1OC (stereo not drawn)	2.7	3.2	4.5	-1.8	983	0	1	12%	i	-0.31	-0.31	0.18	0.7	0.0%	i	-1	0.18	1191
CC(C)(CN1CCN(C(c2ccccc2)c2ccccc2)CC1)NS(=O)(=O)c1ccccc1	.	.	.	0.0	1276	.	.	0%	i	-0.53	-0.26	0.12	1	1.7%	.	.	-0.55	1014
CNc1nc(Cl)c(SC)c(N2CCOCC2)n1	3.9	3.9	1.1	0.8	1089	8	3	-4%	i	1.1	-0.33	0.35	-1.4	-1.6%	i	5	0.64	1246
BrC(=C\c1ccccc1)/C=N/Nc1nc(N2CCOCC2)nc(N2CCOCC2)n1	1.6	1.4	2.0	-0.5	1119	16	0	-13%	i	-0.64	-0.12	-0.046	-0.69	0.0%	i	4	-1.1	1320
Cc1ccc(CC2CC(=O)N(CC(=O)O)C2=O)cc1 (stereo not drawn)	3.5	3.2	4.8	1.0	1181	2	-5	10%	i	-0.98	-0.24	-0.55	0.72	0.9%	i	0	-0.27	841
CCC(C)(C)n1nnnc1C(c1ccc(OC)c(OC)c1)N1CCN(c2ccc(F)cc2)CC1 (stereo not drawn)	2.8	0.4	33	4.3	584	30	15	-1%	i	-0.24	-0.18	-0.18	-0.071	0.1%	i	-2	.	.
CCOC(=O)Cc1csc(NC(=O)CN2C(=O)c3ccccc3S2(=O)=O)n1	3.1	0.9	3.2	-0.2	1162	9	2	-7%	i	0.17	-0.21	0.27	0.85	-1.1%	i	34	-0.53	1109
CCN(CC)S(=O)(=O)c1cccc(S(=O)(=O)N2CCCCC2)c1	3.2	2.2	6.3	.	.	-4	7	1%	i	0.38	-0.23	0.86	0.31	0.9%	i	33	.	.
COc1cc(/C=C/c2c([N+](=O)[O-])c(=O)n(C)c(=O)n2C)cc(OC)c1OC	1.6	1.4	10	.	.	4	12	8%	i	0.44	-0.2	0.18	-0.5	0.3%	i	-10	-0.25	984
CCc1ccc2nc(Nc3ccc(OC)cc3OC)c(C#N)cc2c1	3.1	1.8	3.7	-1.3	1038	10	25	26%	i	0.29	0.65	0.47	-0.49	7.7%	i	-23	.	.
COc1cc2c(cc1OC)[C@H](Cc1ccc(O)cc1)NCC2	3.1	2.8	1.7	.	.	-14	-2	-5%	i	0.83	-0.29	0.69	0.4	3.6%	i	-4	-0.63	1119
CCOC(=O)C1C(C)N=C2SCC(=O)N2C1c1cccc(Br)c1 (stereo not drawn)	2.5	2.4	0.8	-2.7	916	47	15	-4%	i	-0.15	-0.11	0.33	-0.001	27%	i	-48	.	.
O=C(CSc1nnc(-c2ccccc2F)n1C1CC1)Nc1cccnc1Cl	3.6	3.3	7.3	-1.8	968	-22	-34	-3%	i	-0.47	-0.31	-0.46	0.67	-1.2%	i	-12	0.57	1306
COCc1cc(=O)[nH]c2cc(NC(=O)C3CC3)c(C)cc12	1.3	1.1	6.2	5.4	957	11	12	20%	i	-1.2	0.33	-0.96	1.1	-1.0%	i	1	-0.42	1672
COc1ccc2[nH]cc(C(O)CN3CCC(C(N)=O)CC3)c2c1 (stereo not drawn)	2.0	1.4	6.5	-2.0	918	-3	-14	-3%	i	-0.96	0.062	0.043	0.86	1.5%	i	3	-0.96	1417
C=CCOc1c(CNn2nnnc2N)cccc1OC	3.4	1.8	4.2	-4.2	513	-11	-4	-5%	i	0.85	-0.24	0.77	-1.1	0.6%	i	2	-0.1	1244
CCc1ccc(S(=O)(=O)c2ccc(-n3nc(C)cc3N)cc2)cc1	1.6	2.3	4.9	1.5	1107	-11	-20	-1%	i	-0.78	-0.22	-1	0.66	-0.5%	i	-2	0.03	1325
O=C(COC(=O)/C=C/c1ccco1)Nc1cccc([N+](=O)[O-])c1	2.7	3.4	15	0.8	895	9	-4	44%	i	0.51	-0.16	0.57	-0.76	23%	i	7	0.67	1482
Cc1ccccc1NC(=O)C1CCN(c2cc(-c3ccccc3)nc3ncnn23)CC1	2.9	1.6	7.1	0.2	1050	-23	-5	0%	i	-0.083	-0.24	-0.19	0.86	1.7%	i	12	0.24	1231
O=C1c2cccc3c(O)ccc(c23)C(=O)N1Cc1ccco1	3.2	2.3	8.3	-3.3	1093	-4	5	9.2µM*	.	-0.065	0.077	0.34	0.39	149%	i	-10	.	.
CC1(/[N+]([O-])=C/c2cccc(Cl)c2)CCCCC1=O (stereo not drawn)	.	.	.	-0.4	1368	.	.	-4%	i	-1.1	-0.24	-0.15	0.43	-0.5%	.	.	0.37	1054
Cc1ccc(-c2csc3nc4c5ccccc5c(NCCCN(C)C)nn4c(=O)c23)cc1	77*	14*	78*	6.1	894	33	25	29%	i	-6	1.5	-2.7	-4.2	3.7%	+	8.7*	-0.3	1120
CCN(CC)S(=O)(=O)c1ccc2c3c(cccc13)C(=O)S2	2.8	1.1	2.5	0.9	1346	14	-3	6%	i	-0.22	-0.26	-0.96	0.58	-0.6%	i	3	1.2	1249

Full records from above.
`Cc1noc(C)c1COc1ccc(C(=O)OCC(=O)NCc2ccccc2Cl)cc1` is entered as MT stabilizer = 6.4; MT stabilizer Hoechst-high % = 3.6; MT stabilizer cytotoxicity % = 0.9; bCat nuc transl = -1.7; bCat nuc transl cell count 5 µM = 1020; WT yeast gro inh = 5; WT yeast gro inh mutant strain = 2; AID2073 = 5%; Yfh1-depleted yeast = i; Dynein transport = -0.2; Dynein transport cytoplasmic EGFP = -0.32; Dynein transport nuclear GR-EGFP = -0.25; Dynein transport cell count = 0.1; HIV fusion peptide = 1.2%; Autophagy HCS = i; Autophagy HCS cell loss 18 h = 9; Insulin prom up = .; Insulin prom up cell count = .
`CN1CCN(C(=O)C(Cc2ccccc2)NS(=O)(=O)c2ccc3c(c2)CCC(=O)N3)CC1` (stereo not drawn) is entered as MT stabilizer = 3.3; MT stabilizer Hoechst-high % = 1.7; MT stabilizer cytotoxicity % = 9.1; bCat nuc transl = -0.8; bCat nuc transl cell count 5 µM = 1163; WT yeast gro inh = -1; WT yeast gro inh mutant strain = -7; AID2073 = 5%; Yfh1-depleted yeast = i; Dynein transport = 0.32; Dynein transport cytoplasmic EGFP = -0.24; Dynein transport nuclear GR-EGFP = 0.22; Dynein transport cell count = -0.14; HIV fusion peptide = 1.1%; Autophagy HCS = i; Autophagy HCS cell loss 18 h = 9; Insulin prom up = 1.2; Insulin prom up cell count = 1018

Compound activity as filed in PubChem BioAssay.
